14-3-3g Raf – 14-3-3 gamma protein interaction modulation. P61981. FP, 14-3-3gamma / TMR-pS259-Raf peptide binding. inhibition, % at 40 µM. 0.19% of 160,000 active; in the data active = inhibition above about 30%;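 also: 0% = protein plus tracer without compound and 100% = blank with tracer alone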
Target sequence (P61981 whole entry, looked up): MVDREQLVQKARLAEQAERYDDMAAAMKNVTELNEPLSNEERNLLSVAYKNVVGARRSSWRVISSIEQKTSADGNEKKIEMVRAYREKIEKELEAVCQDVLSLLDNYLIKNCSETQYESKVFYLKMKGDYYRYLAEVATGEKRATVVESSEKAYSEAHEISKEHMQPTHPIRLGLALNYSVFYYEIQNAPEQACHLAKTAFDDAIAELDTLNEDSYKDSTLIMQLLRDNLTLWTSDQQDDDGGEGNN
Numbers without * were called inactive; & = joins results of further samples.

| Compound | 14-3-3g Raf |
| --- | --- |
| COCc1cc(C)nc(SCC(=O)Nc2cccc3ccccc23)c1C#N | -7 |
| CC1=C(C(=O)Nc2ccc(F)cc2)C(c2cccc([N+](=O)[O-])c2)C2=C(CC(C)(C)CC2=O)N1 (stereo not drawn) | 1 |
| O=C(Cn1nnc2ccccc2c1=O)Nc1ccc2c(c1)CCC2 | -14 |
| CC(C)c1ccc(C2/C(=C(\O)c3ccc(Br)cc3)C(=O)C(=O)N2CCCn2ccnc2)cc1 (stereo not drawn) | 8 |
| O=C1CC(c2ccco2)CC(O)=C1C=NCC1NCCc2ccccc21 (stereo not drawn) | -10 |
| Cc1c(C(=O)N2CCN(C)CC2)oc2c1C(=O)CC(C)(C)C2 | -5 |
| CCOC(=O)c1c(NC(=O)C2CCCCC2)sc(C(=O)Nc2ccc(C)c(Cl)c2)c1C | -9 |
| COC(=O)C1=C(C)n2cnnc2NC1c1ccc(Cl)cc1 (stereo not drawn) | -3 |
| CCC(C)C1Nc2ccc(C(=O)N3CCN(CC)CC3)cc2NC1=O (stereo not drawn) | 9 |
| COc1ccc(CCN2C(=O)c3ccccc3C2C(=O)NC2CCCC2)cc1OC (stereo not drawn) | 4 |
| O=CN1CCC(=O)N(Cc2ccccc2)c2ccccc21 | 2&0 |
| CC(NC(=O)c1ccc(N2CCCC2=O)cc1)c1ccccc1 (stereo not drawn) | 1 |
| CCOC(=O)c1ccc(NC(=O)C2(c3ccc(OC)c(OC)c3)CCOCC2)cc1 | 10 |
| COc1cccc(C(=O)N2CCn3c2nc2ccccc23)c1 | -3 |
| CCn1cc(C(=O)N(C)c2ccc(Br)cc2)c2cc(OC)c(OC)cc2c1=O | 0 |
| CCCC(C)(C)NC(=O)CCCCC(=O)NC(C)(C)CCC | -4 |
| Oc1c(Cl)cc(CN2CCOCC2)c2cccnc12 | 2 |
| O=C(NCc1cccs1)c1cnc2sccn2c1=O | 7 |
| COc1ccc(CCNC(=O)CSc2c[nH]c3ccccc23)cc1OC | -5 |
| COc1ccc(C(=O)Oc2c(S(=O)(=O)c3ccc(C)cc3)c(C)nn2-c2ccccc2)cc1 | -5 |
| Cc1cccc(NC(=O)CCN2CCN(C/C=C/c3ccccc3)CC2)c1 | -3 |
| O=C(c1ccccc1)N1CCN=C1SCc1ccc(Br)cc1 | -1 |
| CCOC(=O)CSc1nnc(-c2ccc(Cl)cc2Cl)o1 | -2 |
| CC(C)C(c1nnnn1Cc1ccc(F)cc1)N1CCSCC1 (stereo not drawn) | -8 |
| CCOc1ccccc1C(=O)N1CCN(c2ccc([N+](=O)[O-])cc2)CC1 | 5 |
| CC(C)Oc1ccc(NC(=O)c2ccco2)cc1 | -5 |
| CCOC(=O)CNC(=O)CSc1nnc(Cn2cnc3ccccc32)n1C | -5 |
| COc1ccc(C(=O)NC(C)c2nnc(SCC(=O)Nc3nc4ccccc4s3)n2C)cc1 (stereo not drawn) | 0 |
| CCC(=O)N1CCN(S(=O)(=O)c2ccc(C)cc2)C1c1ccc(N(CC)CC)cc1 (stereo not drawn) | -10 |
| O=C(c1ccc2c(=O)n(CC3CCCO3)c(=S)[nH]c2c1)N1CCN(c2ccccc2)CC1 (stereo not drawn) | -8&5 |

Another view of four compounds above.
Structure: CCOC(=O)CSc1nnc(-c2ccc(Cl)cc2Cl)o1
  14-3-3g Raf: -2

Structure: CCOc1ccccc1C(=O)N1CCN(c2ccc([N+](=O)[O-])cc2)CC1
  14-3-3g Raf: 5

Structure: CC(C)Oc1ccc(NC(=O)c2ccco2)cc1
  14-3-3g Raf: -5

Structure: CCOC(=O)CNC(=O)CSc1nnc(Cn2cnc3ccccc32)n1C
  14-3-3g Raf: -5

Carrying on.
| Compound | 14-3-3g Raf |
| --- | --- |
| COc1cccc(NC(=O)C2CC(=O)OC23CCCCC3)c1 (stereo not drawn) | -2 |
| Cc1sc(NC(=O)C2C3CCC(C3)C2C(=O)O)c(C(N)=O)c1-c1ccc(C(C)(C)C)cc1 (stereo not drawn) | 5 |
| CCN1CCCC(NC(=O)c2scc3c2CCCC3)C1 (stereo not drawn) | 0 |
| CCC(=O)Nc1nc(C)nc(C)c1C(C)=O | 0 |
| CC1(C)CC(=O)C(C2c3ccccc3Oc3ccccc32)C(=O)C1 | -5 |
| COc1ccc(N2CC(C(=O)Nc3ccc(N4CCOCC4)cc3)CC2=O)cc1 (stereo not drawn) | -1 |
| COc1cccc(-n2nnc3c(=O)n(CC(=O)N4CCCCC4)cnc32)c1 | -2 |
| COc1cc(OC)c(C(=O)Nc2ncn[nH]2)cc1OC | -5 |
| O=C(NCc1cccnc1)c1n[nH]c(=O)c2ccccc12 | 0 |
| O=C(Nc1ncnc2sc3c(c12)CCCC3)c1ccccc1Br | 8 |
| COc1cccc(/C=N/n2c(C)c3c(C)nnc(C)c3c2C)c1O | -9 |
| COc1ccc(OC)c(NC(=O)c2cc(S(=O)(=O)N3CCc4ccccc43)ccc2F)c1 | -27 |
| Cc1cccc(C)c1NC(=O)C(c1ccccc1)N1CCc2ccccc21 (stereo not drawn) | -5 |
| Cc1ccc(-c2nc3ncccn3c2NC2CCCCC2)cc1 | -7 |
| COc1ccccc1NC(=O)N1CCN2C(=O)c3ccccc3C12c1ccccc1 (stereo not drawn) | -5 |
| CCCn1c(SCc2cc(=O)oc3ccc4ccccc4c23)n[nH]c1=O | -6 |
| N#Cc1c(N2C(=O)C3CC=C(Cl)CC3C2=O)sc2c1CCCC2 (stereo not drawn) | -21 |
| CCOc1ccccc1NC(=O)c1cc2cc3ccc(OC)cc3nc2o1 | -7 |
| CCCN(CCC)C(=O)c1cn(C)c2ccc(S(=O)(=O)N3CCC(C)CC3)cc2c1=O | 8 |
| COc1ccccc1N1C(=S)NC2c3cc(Cl)ccc3OC1(C)C2C (stereo not drawn) | -10 |
| CCOC(=O)c1c(NC(C)=O)sc2c(O)c(Sc3ccccc3)ccc12 | -1 |
| O=C(CCc1nc(-c2ccccc2F)no1)NC1CCCCCC1 | 0 |
| COc1cc(C(=O)N2CCN(Cc3c[nH]c4ccccc34)CC2)cc(OC)c1OC | -2 |
| COc1ccc(NC(=O)c2cc(S(=O)(=O)N3CCCc4ccccc43)ccc2F)cc1 | -15 |
| Cc1scc(-c2n[nH]c(=S)n2CC2CCCO2)c1C (stereo not drawn) | 1 |
| CCOC(=O)C1=C(C)NC(C)=C(C(=O)OCC)C1C(=O)OCC(=O)c1ccc2c(c1)OCCO2 | -13 |
| Cn1c(=O)cc(OCC(=O)N2CCN(c3cccc(C(F)(F)F)c3)CC2)c2ccccc21 | 1 |
| Cc1csc2nc(CCNS(=O)(=O)c3ccc4c(c3)OCCO4)cn12 | -8 |
| O=C(NCCn1ccc2ccccc21)c1ccc2c(c1)OCO2 | 2&9 |
| CCOC(=O)c1cnc2ccc(OCC)cc2c1Nc1cc(C)c(Cl)cc1OC | -5 |
| COc1ccc(-n2nc(C(=O)N3CCCCCC3)c3ccccc3c2=O)c(OC)c1 | -4 |
| O=[N+]([O-])c1cn(Cc2ccccc2)nn1 | 9 |
| COc1cc(OC)cc(C(=O)OCn2nnc3ccccc3c2=O)c1 | 0 |
| Cc1nc(NC(=O)c2cccnc2)ccc1Br | -6 |
| O=C(CCCn1c(SCC(=O)c2ccc(O)c(O)c2)nc2ccccc2c1=O)NCC1CCCO1 (stereo not drawn) | -3 |
| Cn1c(=O)c2c(nc(N3CCCCC3)n2Cc2ccccc2F)n(C)c1=O | 0 |
| CCS(=O)(=O)NCCc1cc2c(OC)ccc(OC)c2[nH]c1=O | 4&-10 |
| CCSc1oc(-c2cccs2)nc1S(=O)(=O)c1ccc(C)cc1 | -67 |
| COc1ccc(NS(=O)(=O)c2cc(Br)cc3c2N(C(=O)C2CC2)CC3)cc1Cl | -18 |
| COc1ccc(-c2cc(=O)[nH]c(SCC(=O)Nc3ccccc3)n2)cc1 | 2 |
| O=C(NCc1cccs1)c1cc(=O)n(Cc2ccc(Cl)cc2)c2ccccc12 | -2 |
| Cn1c(=O)[nH]c(=O)c2c1nc(NCCCO)n2Cc1ccc(F)cc1 | -8&7 |
| Cc1ccc(-c2nn(C)c(=O)c3ccccc23)cc1CO | -10 |
| CCOc1ccc(N2C(=O)CC(Sc3nc4ccccc4s3)C2=O)cc1 (stereo not drawn) | -20 |
| CCC(=O)NC(c1ccc(C(C)C)cc1)c1cc([N+](=O)[O-])c2cccnc2c1O (stereo not drawn) | -12 |
| CCn1c(SCC(=O)Nc2nc3c(s2)CCCC3)nnc1-c1ccccc1 | -9 |
| Cc1nc(Nc2ccccc2)c([N+](=O)[O-])c(Nc2ccccc2)n1 | 0 |
| COc1cc(C(C[N+](=O)[O-])c2c(-c3ccccc3)[nH]c3ccccc23)cc(OC)c1OC (stereo not drawn) | 0 |
| O=C(c1ccc(Br)o1)N1CCN(c2cccc(C(F)(F)F)c2)CC1 | 0 |
| CCCCS(=O)c1sc2nc(C)cc(C)c2c1N (stereo not drawn) | 1 |

Remaining list, next part:
| Compound | 14-3-3g Raf |
| --- | --- |
| Cc1ccc2nnc(Cl)n2n1 | 0 |
| Cc1cccc(OCC(=O)N(Cc2cccs2)C2CCS(=O)(=O)C2)c1C (stereo not drawn) | 6 |
| COc1ccc2[nH]c3c(N4CCOCC4)ncnc3c2c1 | -15 |
| CCN(CC)S(=O)(=O)c1ccc2[nH]cc(C(=O)NCc3ccc(OC)cc3)c(=O)c2c1 | 2 |
| CCOC(=O)c1ccc(NC(=O)COc2ccc(S(=O)(=O)NC(C)C)cc2)cc1 | -13 |
| CSc1cccc(NS(=O)(=O)c2ccccc2)c1 | -2 |
| Cc1ccccc1NCc1nc2ccccc2n1CCOc1ccccc1C | -11 |
| CCOC(=O)c1cc2c(=O)n3ccccc3nc2n(C)c1=NC(=O)c1ccc(OCC)cc1 | -10 |
| CC(=O)c1c(C)nc2ccccc2c1N | -10 |
| O=C(Cn1cccc1C(=O)c1ccccc1)NCCN1CCOCC1 | -5 |
| CC(C)(C)NC(=O)CSc1nc2ccc(NC(=O)C3CCCCC3)cc2s1 | -12 |
| Cc1cc(C)n(-c2nnc(C)n2/N=C/c2ccccc2OCc2ccccc2Cl)n1 | 9 |
| O=C(Nc1ccncc1)C1CCCN(S(=O)(=O)c2cccc3cccnc23)C1 (stereo not drawn) | -3 |
| CCOc1cc(C(=O)N2CC(=O)Nc3ccc(Br)cc3C2c2ccccc2)cc(OCC)c1OCC (stereo not drawn) | 4 |
| N#CCCN(C1CCCCC1)S(=O)(=O)c1ccc(-c2ccc([N+](=O)[O-])cc2)cc1 | -4 |
| Cn1c(=O)c2c(nc(NCCO)n2Cc2cccc(Cl)c2)n(C)c1=O | 1 |
| C=CCSc1nc2c(c(=N)n1CC=C)C1CCCC1S2 (stereo not drawn) | 6 |
| Cc1cc(C)c(C(N)=O)c(Cl)n1 | 0 |
| O=C1COCCOCCOCC(=O)NCCN1 | 2 |
| COC(=O)[C@H](CCSC)NC(=O)Nc1ccc(OC)c(Cl)c1 | 4 |

Reprinted at random: 3 compounds from above
| Compound | 14-3-3g Raf |
| --- | --- |
| COc1ccc(C(=O)NC(C)c2nnc(SCC(=O)Nc3nc4ccccc4s3)n2C)cc1 (stereo not drawn) | 0 |
| Cc1c(C(=O)N2CCN(C)CC2)oc2c1C(=O)CC(C)(C)C2 | -5 |
| COc1ccccc1NC(=O)N1CCN2C(=O)c3ccccc3C12c1ccccc1 (stereo not drawn) | -5 |

(listing goes on)
| Compound | 14-3-3g Raf |
| --- | --- |
| COC(=O)c1ccc(NC(=O)c2cc3c(CO)cnc(C)c3oc2=Nc2ccc(Cl)cc2)cc1 | -7 |
| Cc1cc(NC(=O)CCC(=O)N(c2cccnc2)C(C(=O)NC2CCCC2)c2ccccc2F)no1 (stereo not drawn) | -7 |
| O=C(c1ccccc1F)N1CCN(C2CCCCC2)CC1 | -3 |
| CS(=O)(=O)Nc1cc(-c2nnc(Nc3cccc(Cl)c3)c3ccccc23)ccc1N1CCOCC1 | -17 |
| Cc1cc(C)c(NC(=O)C(C)Sc2nc3ccccc3s2)c(C)c1 (stereo not drawn) | -3 |
| COc1ccc(C2=NN(CC(=O)N3CCN(c4ccc(F)cc4)CC3)C(=O)CC2)cc1 | 2 |
| Cn1c(=O)c2c(nc(NC3CCCCC3)n2Cc2ccccc2)n(C)c1=O | 0&-2 |
| CCCCn1c(SCC(=O)Nc2nccs2)nc2ccsc2c1=O | -10 |
| CCOC(=O)COc1c(OC)cc(Cl)cc1C1NC(=O)NC(C)=C1C(C)=O (stereo not drawn) | -1 |
| CCOCCCn1c(=N)c(C(=O)Nc2cc(C)on2)cc2c(=O)n3ccccc3nc21 | -3 |
| NC(=O)C1CCN(C(=O)c2cccc(-n3c(=S)[nH]c4cc(Cl)ccc4c3=O)c2)CC1 | -3 |
| O=C(OCn1nnc2ccccc2c1=O)c1ccc(S(=O)(=O)N2CCOCC2)cc1 | -2 |
| CCC(c1nnnn1CCC(C)C)N1CCC(C(N)=O)CC1 (stereo not drawn) | 1 |
| CCOc1ccc(C2Nc3ccc4ncccc4c3C3=C2C(=O)CC(c2ccccc2)C3)cc1 (stereo not drawn) | -4 |
| CCCc1cc(NCCCCO)n2c(nc3ccccc32)c1C#N | -10 |
| CC1CC(C)CN(C(C(=O)NC2CCCCC2)c2ccccc2)C1 (stereo not drawn) | -4 |
| C=CCc1c(C)nc2nc(SCC(=O)Nc3ccccc3C(F)(F)F)nn2c1C | -1 |
| COc1cccc(C(c2sc3nc(C)nn3c2O)N2CCN(C(=O)c3ccco3)CC2)c1 (stereo not drawn) | 0 |
| O=C1CC(C2CCCO2)C(=O)N1Cc1ccccc1 (stereo not drawn) | -3 |
| COc1cc2nc(CC(C)C)n(NC(=O)c3ccccc3)c(=O)c2cc1OC | -3 |
| O=C(O)CCCCCn1c(=S)[nH]c2ccsc2c1=O | -4 |
| CCCNC(=O)C1(O)c2cc(Br)ccc2NC(=O)N1c1ccccc1 (stereo not drawn) | -3 |
| CCOc1ccc(C(=O)Nc2cc(Cl)ccc2C)cc1[N+](=O)[O-] | -2 |
| COc1ccc(CN2CCCCC2C(=O)Nc2ccc(OC)c(OC)c2)cc1OC (stereo not drawn) | 2 |
| COc1ccc(-c2noc(C3CCCN(C(=O)c4cccs4)C3)n2)cc1 (stereo not drawn) | -4 |
| Cc1ccc(-c2nc(-c3ccc(Cl)cc3)no2)cc1C | 3 |
| CCOC(=O)CSc1nc2c(c(=O)[nH]c(=O)n2C)n1CCCc1ccccc1 | -4 |

High-throughput results (PubChem)

The list is partial. The share of hits here may be higher or lower than overall.
